ABCB6 inh MLPCN – ABCB6 transporter inhibitors, primary screen, K562-ABCB6 cells, flow cytometry, MLPCN library. ATP-binding cassette sub-family B member 6 (Homo sapiens), Q9NP58. K562-ABCB6 porphyrin accumulation, 1 h; active compounds read low. fluorescence ratio to DMSO, % at 10 µM. 360,000 compounds, 0.19% hits. AID 602162, 2011;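 active = fluorescence ratio to DMSO below 75%, the collection mean minus 3 SD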;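 note: signal is porphyrin accumulated inside mitochondria; 100% equals median channel fluorescence of DMSO control wells; lower ratio means ABCB6 inhibition with less porphyrin fluorescence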
N-glyco inh – increase of ERlucT glycosylation luciferase signal, primary screen, N-linked glycosylation inhibitor project, D54 ERlucT cells, luminescence, set 2; D54 ERlucT glycosylation luciferase reporter, 24 h; percent of 100 nM tunicamycin response; reporter increase, % at 12.5 µM; 360,000 compounds, 0.23% hits; AID 588692, 2011;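 active = mean luciferase reporter signal, scaled so untreated is 0 and the glycosylation-blocking control 100, at or above a set limit in every replicate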;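 note: luciferase carries N-glycosylation sites so blocking glycosylation raises the light; 0% = median of neutral control wells and 100% = median of 100 nM tunicamycin wells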
PDI turbidity – inhibitors of human PDI, primary screen, biochemical, turbidity, single point, plate reader. Protein disulfide-isomerase (Homo sapiens), P07237. PDI insulin aggregation turbidity, A650, 90 min. inhibition, % at 10 µM. 350,000 compounds, 0.052% hits;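 active = mean inhibition across replicates of 30% or more, whatever share of single replicates reach that level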;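 note: absorbance from insulin aggregation driven by PDI reduction with DTT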
Target sequence (P07237 whole entry, looked up): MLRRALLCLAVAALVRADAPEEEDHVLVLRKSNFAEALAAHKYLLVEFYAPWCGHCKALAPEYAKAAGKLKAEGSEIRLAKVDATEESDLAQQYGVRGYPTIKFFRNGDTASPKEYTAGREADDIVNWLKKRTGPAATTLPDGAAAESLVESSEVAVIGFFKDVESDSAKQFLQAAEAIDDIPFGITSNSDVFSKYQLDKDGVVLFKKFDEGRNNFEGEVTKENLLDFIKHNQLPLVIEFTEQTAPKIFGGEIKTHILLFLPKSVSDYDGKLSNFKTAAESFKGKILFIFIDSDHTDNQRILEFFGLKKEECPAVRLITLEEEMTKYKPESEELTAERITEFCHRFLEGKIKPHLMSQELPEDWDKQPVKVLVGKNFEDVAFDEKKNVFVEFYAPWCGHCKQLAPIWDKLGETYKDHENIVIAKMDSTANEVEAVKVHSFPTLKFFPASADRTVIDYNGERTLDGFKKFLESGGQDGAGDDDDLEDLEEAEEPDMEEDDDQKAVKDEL
ABHD5-PLIN5 inh – ABHD5-PLIN5 interaction inhibitors, primary screen, cell lysate, split luciferase complementation, luminescence; Perilipin-5 (Homo sapiens) + 1-acylglycerol-3-phosphate O-acyltransferase ABHD5 (Homo …; Split G. princeps luciferase complementation, 4 h; inhibition, % at 4 µM; 360,000 compounds, 0.78% hits;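 active = inhibition above the mean inhibition across every tested compound plus 3 SD, cut at about 22% in these data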;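 note: 0% = DMSO only wells and the 100% control is not disclosed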
MC4R ag barr – MC4R agonists recruiting beta-arrestin, primary screen, cell-based, luminescence, agonist arm of biased-ligand search | 360,000 compounds, 0.98% hits | Melanocortin receptor 4 (Homo sapiens), P32245 | U2OS MC4R beta-arrestin complementation; percent of melanotan II response, DMSO zero | AID 540308, 2011 | activation, % at 8.9 µM;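 active = activation above a per-plate cutoff, the mean activation of sample wells on that plate plus 3 SD, cut at about 8% in these data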
HTR2A ag – mouse Htr2a agonists via beta-arrestin recruitment, primary screen, cell-based, luminescence; activation, % at 7.6 µM; AID 624169, 2012; 360,000 compounds, 0.66% hits; 5-hydroxytryptamine receptor 2A (Mus musculus), P35363; CHO-K1 mHTR2A beta-arrestin complementation; percent of 30 µM serotonin response;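 active = activation above a run cutoff, the mean activation of all tested compounds plus 3 SD, cut at about 14% in these data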;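 note: 0% = plate median of compound wells and 100% = 30 µM serotonin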
Target sequence (P35363 whole entry, looked up): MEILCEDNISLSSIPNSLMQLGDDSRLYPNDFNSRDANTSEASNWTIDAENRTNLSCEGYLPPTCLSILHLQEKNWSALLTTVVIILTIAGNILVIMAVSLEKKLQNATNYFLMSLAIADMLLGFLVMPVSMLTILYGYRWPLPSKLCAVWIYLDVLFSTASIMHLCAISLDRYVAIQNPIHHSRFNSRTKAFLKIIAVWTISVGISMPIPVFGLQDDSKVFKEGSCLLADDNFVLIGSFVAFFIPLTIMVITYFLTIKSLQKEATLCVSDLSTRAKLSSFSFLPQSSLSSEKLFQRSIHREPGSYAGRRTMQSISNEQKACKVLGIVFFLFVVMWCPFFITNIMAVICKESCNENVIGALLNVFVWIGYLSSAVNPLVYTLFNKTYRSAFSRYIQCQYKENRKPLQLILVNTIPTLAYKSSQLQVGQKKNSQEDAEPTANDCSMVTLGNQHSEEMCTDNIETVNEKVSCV
MC4R antagonist – MC4R antagonists of cAMP signaling, primary screen, cell-based, TR-FRET, antagonist arm of biased-ligand search; 360,000 compounds, 0.48% hits; Melanocortin receptor 4 (Homo sapiens), P32245; AID 540295, 2011; inhibition, % at 6.5 µM; MC4R-expressing cells, MTII-stimulated cAMP, LANCE TR-FRET;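 active = inhibition above its plate's cutoff, the mean of tested wells on that plate plus 3 SD, cut at about 29% in these data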;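 note: 0% = Melanotan II alone and 100% = Melanotan II plus saturating MCL0020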
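Assay system: human MC4R-expressing U2OS cells; reagent: Melanotan II stimulation of cells; dosing: 6.5 µM single dose; timing: compound 30 min, challenge 1 h, detection 1 h; signal: TR-FRET cAMP assay; replicates: one well per compound, no replicates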
CaV13 FRET inh – Primary screen for inhibitors of IQ motif and Ca2+-dependent inactivation inhibitor domain binding in CACNA1D, Förster resonance energy transfer in living cells, … | HEK cells, CFP/YFP FRET ICDI-IQ, plate reader, 10 min; percent FRET-ratio fall versus neutral wells | inhibition, % at 12.3 µM | 340,000 compounds, 0.098% hits | AID 743397;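 active = mean replicate inhibition of at least 30% and at least 1% of replicates passing that level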;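 note: 0% = median of the neutral control wells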
Exocytosis inh – LAMP-1 surface exposure blockers, TALL-104 cells – cell-based, flow cytometry, MLPCN library, primary screen; TALL-104 LAMP-1 surface exposure; cells stimulated with thapsigargin and PMA; inhibition, % at 10 µM; 360,000 compounds, 0.66% hits; AID 651702, 2012;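 active = inhibition above about 55%, limit read from the data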
H9c2 protect – cardioprotection against H2O2-induced cell death, primary screen, uHTS, H9c2 cells, ATPLite luminescence. protection from H2O2 cell death, % at 20 µM. H9c2 cardiomyocytes, H2O2 injury protection, 2 h. 360,000 compounds, 0.63% hits;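 active = compounds giving at least 50% protection of heart cells from peroxide-induced death in the single-dose screen, raw or plate-pattern-corrected value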;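 note: 0% = DMSO wells with peroxide and 100% = DMSO wells without peroxide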
* marks the source's active call; other numbers are inactive results; / = not tested or not shown. The order is random; 4.2% or so of the library scored in one or more.

SMILES	ABCB6 inh MLPCN	N-glyco inh	PDI turbidity	ABHD5-PLIN5 inh	MC4R ag barr	HTR2A ag	MC4R antagonist	CaV13 FRET inh	Exocytosis inh	H9c2 protect
COc1ccc(C(C(=O)NCC2CCCO2)N(C(=O)c2snc(C(N)=O)c2N)c2ccccc2)cc1OC (centres undefined)	98.0	0.4	0.8	-5.2	0.7	-2.5	26.7	-7.0	-0.3	3.7
CCOc1ccc(CCNC(=O)C2CCN(C(=O)N(C)C)CC2)cc1OCC	96.0	-0.1	4.0	-3.6	6.5	2.5	3.7	/	0.9	-2.7
CCCCN(CC)CCNC(=O)C1c2cc(OC)c(OC)cc2C(=O)N2CCc3ccccc3C12 (centres undefined)	94.0	1.3	1.1	-7.3	-2.5	-3.9	-1.6	-2.3	0.1	11.7
CC(C)(C)NC(=O)NC(=O)COC(=O)COc1ccc2c(c1)CCC2	100.0	-1.4	-5.6	-4.3	3.7	3.7	-4.8	/	5.1	-4.2
Cc1cccc(OCCNc2cc(N3CCOCC3)ccc2[N+](=O)[O-])c1	95.0	2.9	6.4	-0.1	-1.5	0.1	-6.2	-8.0	-0.9	-0.9
CC(C)NC(=O)C1(C)CSCC(=O)N1C1CCN(Cc2ccccc2)CC1 (centres undefined)	/	/	/	-3.1	/	-1.2	/	-6.0	12.1	/
O=c1[nH]c2ccccc2nc1/C=C/c1ccc(F)cc1	180.0	-2.0	-3.4	0.6	-1.4	0.6	5.7	-104.5	0.0	-14.0
CC(=O)c1cccc(NC(=O)COC(=O)C2=COCCO2)c1	91.0	0.6	-7.1	0.2	-1.9	-0.6	3.1	-5.9	-1.5	5.0
Cc1ccc(C2Nc3ccccc3NC3=C2C(=O)OC(C)C3)cc1 (centres undefined)	102.0	-0.9	-2.7	3.4	-0.9	6.9	1.5	-5.1	3.5	8.1
CSc1cccc(NS(=O)(=O)c2ccc3c(c2)NC(=O)C(C)C(=O)N3)c1 (centres undefined)	101.0	1.9	/	-6.8	-0.2	-3.0	1.4	-0.2	3.7	9.8
c1cc(C2OCCN2CC2COC3(CCCC3)O2)ccn1 (centres undefined)	105.0	1.8	-0.9	-1.6	1.9	1.0	19.9	-4.7	1.5	-1.0
CC1CCCN(C(=O)CSc2ncccn2)C1 (centres undefined)	100.0	1.8	2.3	3.8	-1.0	-1.7	-2.6	-4.9	2.1	6.7
O=C(Nc1ccc(Oc2ccccc2)cc1)c1cnc2n(c1=O)CCS2	97.0	-3.3	-2.8	-3.7	1.5	8.4	1.9	-3.5	-1.1	-11.0
Cc1ccc(S(=O)(=O)N(C)C)cc1NC(=O)C(C)OC(=O)c1ccc2ccccc2n1 (centres undefined)	99.0	0.8	-5.3	0.6	0.6	-5.7	5.0	-2.9	-8.1	-6.4
CCCCNC(=O)c1nc(-c2cnc(C)cn2)oc1-c1ccc(Cl)cc1	/	/	/	-2.4	/	0.6	/	-6.0	-1.3	/
NC(=S)N/N=C/c1coc2ccc(Cl)cc2c1=O	106.0	-5.9	2.9	-0.9	-0.6	-4.2	27.4	3.0	-4.1	-3.2
Cc1ccnc(Nc2nc(-c3ccc(O)cc3O)cs2)c1	100.0	3.6	-1.7	-8.0	17.7*	1.5	7.8	-0.2	17.1	-16.3
O=C(Cn1c(NCCO)nc2ccccc21)Nc1cccc(S(=O)(=O)N2CCCC2)c1	100.0	0.8	13.3	-2.8	-0.2	0.5	2.0	-5.0	3.8	-4.5
OCC[C@@H]1C[C@H](O)[C@@H](O)[C@]2(OCc3cc(Cl)ccc32)O1	95.0	1.6	/	6.6	/	3.4	/	-5.1	-0.2	6.5
CNCc1cc(Cl)cc(OC)c1OC(C)C	101.0	2.4	0.5	-0.2	-0.4	0.1	7.5	0.1	-0.1	0.6
Cc1nnc2sc(-c3cccc(F)c3)nn2c1=O	97.0	0.5	-2.6	-1.3	-0.2	9.4	16.7	-16.4	0.8	2.7
CCN1C(=O)[C@H]2[C@H]3CN=C(SCC4CC4)N3[C@@](CC)(C(=O)OC)[C@H]2C1=O	96.0	2.4	7.9	5.2	0.8	5.6	3.1	-5.0	-2.6	-6.9
O=C(O)c1ccc2nc3c(nc2c1)-c1ccccc1C3=O	89.0	1.1	7.4	-8.2	-2.2	1.2	17.0	-7.1	-1.3	-1.6
CN(C)c1cccc(C(=O)OCCNC(=O)c2cccc(S(=O)(=O)N3CCOCC3)c2)c1	101.0	-1.7	5.2	-3.7	-1.9	-0.2	12.3	-4.5	9.5	-7.2
O=C(NOC(=O)c1ccccc1)c1ccccc1	93.0	1.2	6.7	1.0	0.8	5.4	4.5	-19.1	4.8	3.8

The final 3 entries of the section before come first, to join the parts.
SMILES	ABCB6 inh MLPCN	N-glyco inh	PDI turbidity	ABHD5-PLIN5 inh	MC4R ag barr	HTR2A ag	MC4R antagonist	CaV13 FRET inh	Exocytosis inh	H9c2 protect
O=C(O)c1ccc2nc3c(nc2c1)-c1ccccc1C3=O	89.0	1.1	7.4	-8.2	-2.2	1.2	17.0	-7.1	-1.3	-1.6
CN(C)c1cccc(C(=O)OCCNC(=O)c2cccc(S(=O)(=O)N3CCOCC3)c2)c1	101.0	-1.7	5.2	-3.7	-1.9	-0.2	12.3	-4.5	9.5	-7.2
O=C(NOC(=O)c1ccccc1)c1ccccc1	93.0	1.2	6.7	1.0	0.8	5.4	4.5	-19.1	4.8	3.8
CC(=O)c1cccc(-c2ccnc3c2CC(C(=O)NCc2ccccc2)O3)c1 (centres undefined)	99.0	19.6	-4.1	-4.6	-2.0	-3.1	-17.8	-8.0	2.5	7.3
COc1ccc(-n2c(N)cc(=O)nc2SCC(=O)NC2CCCCC2)cc1	89.0	0.8	-1.0	-0.1	-4.2	1.5	11.2	-10.6	-2.2	3.8
CCNC(=O)NC(=O)COC(=O)c1cccc(S(=O)(=O)N2CC3(C)CC2CC(C)(C)C3)c1 (centres undefined)	98.0	2.1	0.1	-0.9	7.3	-0.1	12.8	/	-5.2	-6.0
COc1ccc(/C=C/C2=CC(C)(C)NC(=S)N2)cc1	99.0	-2.8	17.2	-9.8	-0.2	-0.6	-1.7	-2.0	-1.2	-5.3
Cc1ccc(S(=O)(=O)CCC(=O)Nc2nnc(-c3cccs3)o2)cc1	95.0	-8.2	13.9	-0.4	-0.5	5.1	3.6	-5.9	-1.5	7.6
O=C1O[C@@H](c2ccccc2)C[C@@H](O)C(=O)CCCCc2ccccc21	91.0	/	/	-1.6	/	-9.4	/	-9.3	0.6	/
Cc1c(C(O)CN2CCN(Cc3ccc4c(c3)OCO4)CC2)c2ccccc2n1C (centres undefined)	102.0	0.3	2.4	4.3	1.4	-6.2	-5.1	-8.0	-0.4	15.4
Cc1ccc(-c2noc(C3CCCN(C(=O)c4c(F)cccc4F)C3)n2)cc1 (centres undefined)	103.0	-1.0	1.1	-4.0	2.2	-4.3	13.8	-8.9	-0.2	-12.3
Cc1nn(-c2ccccc2)c(C)c1NC(=O)COC(=O)Cc1ccccc1F	101.0	3.4	0.9	4.8	0.2	1.2	4.8	-13.7	-0.7	-0.3
O=S(=O)(NC1CCCCC1Oc1ccccc1)c1ccc(Cl)cc1 (centres undefined)	95.0	-3.6	-9.2	-11.0	1.8	-5.5	-0.4	1.3	-2.5	-6.3
CCOC(=O)c1c(NC(=O)CN2C(=O)c3ccccc3C2=O)sc(Cc2ccc3c(c2)OCO3)c1C	99.0	1.7	/	-5.2	-0.9	-0.6	-0.1	-5.4	1.0	-0.4
CN(C(=O)c1ccc(NC(=O)Cc2cccc(NC(=O)C3CCN(C(=O)C4CC4)CC3)c2)cc1)C1CCCC1	99.0	1.5	1.7	-8.1	0.2	-1.4	4.3	-9.0	0.3	-16.3
COc1ccc(C(=O)[C@H]2[C@H]3C(=O)N(c4ccc(OC(C)=O)cc4)C(=O)[C@H]3C3C=CC=NN32)cc1 (some centres undefined)	97.0	0.1	-4.6	9.0	-1.3	0.6	0.7	-5.6	1.0	-8.3
O=C(Nc1ccccc1C(F)(F)F)N1CCN(c2ccc3nnc(-c4ccc(F)cc4)n3n2)CC1	103.0	4.7	0.3	2.2	-2.5	-0.1	9.8	-5.3	2.1	32.7
O=c1[nH]ncc2c3ccccc3n(Cc3ccc(F)cc3)c12	96.0	-2.5	2.3	2.8	2.7	-9.7	-12.3	/	1.0	0.5
Fc1c(F)c(C(F)(F)F)c(F)c(F)c1N/N=C\c1cccs1	96.0	-3.9	4.4	-20.6	3.9	-1.0	-0.8	-5.1	13.7	-19.6
Cc1ccc(C(=O)NNC(=O)c2ccc(SCC3CCCO3)c([N+](=O)[O-])c2)cc1 (centres undefined)	102.0	-1.9	-2.4	-0.5	2.7	1.9	17.4	-6.8	-1.7	-0.2
CC1CCCN(C(=O)c2ccc3nc[nH]c3c2)C1 (centres undefined)	99.0	0.2	0.1	-0.1	-2.6	2.7	1.0	-2.8	6.1	-4.2
Cc1cnc(NC(=O)CSC(=S)N2CCOCC2)s1	97.0	0.2	2.7	3.1	-1.6	-0.7	10.8	-5.1	-6.0	0.4
NS(=O)(=O)c1cc(C(=O)N=Nc2c(O)[nH]c3ccccc23)ccc1Cl	94.0	3.9	-7.5	5.5	-2.4	0.1	-15.4	-5.5	-2.9	5.6
Cc1cc(-c2ccc(C)c(S(=O)(=O)NC(C)Cc3ccco3)c2)on1 (centres undefined)	93.0	2.5	1.0	7.2	-3.2	7.3	-0.2	-5.4	1.1	-1.8
CC(C)(C)NS(=O)(=O)c1ccc(CCC(=O)O)cc1	95.0	1.3	-10.8	3.2	-2.0	-4.2	5.9	-8.8	1.2	15.6
COc1ccc(C(C)(O)c2nc(-c3ccc(N(C)C)cc3)cs2)cc1 (centres undefined)	97.0	-1.2	-2.2	-6.5	1.0	-2.0	0.6	-4.1	-2.9	-21.4
COc1cc(C(=O)Nc2c(C(=O)O)[nH]c3ccc(Br)cc23)cc(OC)c1OC	99.0	0.4	5.7	-5.6	-1.8	1.4	3.3	-1.5	-1.7	0.6
O=[N+]([O-])c1ccc2c(c1)ncn2-c1ccccc1	88.0	4.4	-1.6	0.9	-1.6	0.9	5.8	-4.1	-5.6	4.1
